# Screening data (PubChem BioAssay)
# DT40 TDP1 no CPT: qHTS for Inhibitors of human tyrosyl-DNA phosphodiesterase 1 (TDP1): qHTS in cells in absence of CPT. DT40 Tdp1-/- hTDP1 cells, no CPT, ATP luminescence, 48 h. AID 686978, 2013. 420,000 compounds, 15% hits. Potency, µM (series often up to 46.2 µM), inactives show at the highest dose activity change, negative = growth inhibition, actives largely listed as inhibitors; note: nearly all actives have a fitted effect of over 55% in size
#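 Luminescent ATP content (CellTiter-Glo) served as the growth readout. Knockout chicken DT40 cells expressing human TDP1 were exposed to compounds without camptothecin for a minimum 48 hr at 37 °C.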
# DT40 TDP1 CPT: qHTS for Inhibitors of human tyrosyl-DNA phosphodiesterase 1 (TDP1): qHTS in cells in presence of CPT | 420,000 compounds, 12% hits | Potency, µM (highest dose often 46.2 µM), for the others: at the top dose activity change, negative = growth inhibition, most hits filed as inhibitors | chicken DT40 Tdp1-/-;hTDP1 cells + 20 nM CPT, ATP luminescence, 48 h; note: nearly all actives have a fitted effect of over 55% in size
#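 Chicken DT40 Tdp1-/- cells complemented with human TDP1, 400 cells/well, exposed to compounds plus 20 nM camptothecin for at least 48 h at 37 C; viability read as ATP content by CellTiter-Glo luminescence.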
# TDP1 inh: qHTS Assay for Inhibitors of Tyrosyl-DNA Phosphodiesterase (TDP1). Tyrosyl-DNA phosphodiesterase 1 (Homo sapiens), Q9NUW8. recombinant TDP1, AlphaScreen DNA substrate cleavage. Potency, µM (series often up to 130 µM), without a hit: at the highest dose activity change, negative = inhibition, most hits filed as inhibitors. 350,000 compounds, 0.28% hits; note: nearly all actives have a fitted effect of over 40% in size
# Target sequence (Q9NUW8 whole entry, looked up): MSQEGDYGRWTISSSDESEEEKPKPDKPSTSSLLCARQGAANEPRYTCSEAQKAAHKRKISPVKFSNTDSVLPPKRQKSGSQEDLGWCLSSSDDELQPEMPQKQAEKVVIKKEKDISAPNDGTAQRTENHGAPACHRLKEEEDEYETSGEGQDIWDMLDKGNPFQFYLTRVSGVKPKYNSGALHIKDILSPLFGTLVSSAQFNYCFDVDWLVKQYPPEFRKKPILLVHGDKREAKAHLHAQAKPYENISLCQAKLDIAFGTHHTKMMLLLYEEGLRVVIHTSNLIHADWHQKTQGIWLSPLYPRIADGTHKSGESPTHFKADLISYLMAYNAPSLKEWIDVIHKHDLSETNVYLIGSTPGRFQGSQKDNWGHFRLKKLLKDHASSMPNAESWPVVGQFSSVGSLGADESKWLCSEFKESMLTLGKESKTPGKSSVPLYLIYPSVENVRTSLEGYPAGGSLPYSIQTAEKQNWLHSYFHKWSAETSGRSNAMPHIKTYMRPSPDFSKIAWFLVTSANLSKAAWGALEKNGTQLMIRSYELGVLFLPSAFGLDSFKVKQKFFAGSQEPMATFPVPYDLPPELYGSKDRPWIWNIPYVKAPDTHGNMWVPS
#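 Enzyme-compound mixtures sat 15 min at room temperature, followed by a 5 min reaction with 15 nM final substrate and 10 min with AlphaScreen beads. Recombinant human Tdp1 was used at 1 nM final.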
# * = called active by the depositor; ? = inconclusive; nt = no result given; [ ] = remark or other dose. Calls come from the whole dose curve; as a rule, active = well fitted curve in the direction sought with a large enough effect; inconclusive = small, poorly fitted or top-dose-only effect, or another doubt; inactive = no such curve, though single readings can be large; an effect the other way counts as inactive or inconclusive. % is set by controls: 0 for no effect and ±100 for the full control effect; potency is the fitted concentration of half-maximal effect. Compounds as they come; any-hit rate near 18%.
Compound	DT40 TDP1 no CPT	DT40 TDP1 CPT	TDP1 inh
O=C(COc1ccc(S(=O)(=O)N2CCCC2)cc1)N1CCCCC1	-16%	-24%	-1%
COc1ccc(NC(=O)CCc2nnc3ccc(N4CCC(C)CC4)nn23)cc1	?	?	5%
c1ccc(-n2cnnc2SCc2cn3cccnc3n2)cc1	-2%	-2%	5%
CCc1ccccc1Nc1nn2c(=O)c3ccc(C(=O)NCCCOC(C)C)cc3nc2s1	?	?	nt
CCOC(=O)C1CCN(C(=O)CNC(=O)c2nn(-c3ccc(OC)c(OC)c3)c(=O)c3ccccc23)CC1	?	3%	6%
O=C(O)c1ccc2cccnc2c1O	-1%	0%	-3%
O=C1/C(=C/c2ccncc2)SC(=S)N1Nc1ccccc1	?	?	8%
O=C(O)c1cc(S(=O)(=O)N2CCCCC2)sc1Cl	-9%	3%	0%
CC(OC(=O)CN1C(=O)c2ccccc2C1=O)C(=O)NC1CCCCC1 (configuration not stated)	2%	-7%	1%
Cc1cc(C)c(N(C(=O)Cn2nnc3ccccc32)C(C(=O)NC(C)(C)C)c2ccsc2)c(C)c1 (configuration not stated)	?	16µM*	3%
C#CCNC(=O)C1=C[C@@H](c2ccccc2)C[C@@H](OCc2ccc(CO)cc2)O1	-14%	1%	-1%
CC(C)CC1(C2CCCC2)NC(=O)NC1=O (configuration not stated)	1%	5%	nt
CCc1cc(=O)oc2cc(OCC(=O)N(CC)CC)c(Cl)cc12	-15%	-13%	1%
COc1ccc(OC)c(NC(=O)C(=O)N/N=C(\C)CC(=O)Nc2ccc(Cl)cn2)c1	28%	0%	4%
CC(c1ccccc1)N1C(=O)c2ccc(C(=O)NCc3ccco3)cc2C1=O (configuration not stated)	?	?	7%
Cc1cccc(C)c1-n1nnnc1C(C)(C)N1CCN(N=O)CC1	-11%	21%	3%
Cc1c(C)n2c(SCC(=O)NC3CCCC3)nnc2[nH]c1=O	-4%	13%	nt
COc1ccc(-c2csc(NC(=S)NC(=O)c3cc4ccccc4o3)n2)cc1Br	4%	-12%	6%
Cc1ccc(S(=O)(=O)NN=Cc2c(O)ccc3ccccc23)cc1	?	?	nt
CCc1c(C(=O)NNC(=S)Nc2ccc(S(=O)(=O)Nc3ncccn3)cc2)csc1C	9%	7%	6%
CC(C(=O)NCCCc1ccccc1)n1cccc1C(=O)c1ccccc1 (configuration not stated)	?	?	6%
CC(=O)Nc1ccccc1NC(=O)C/C(C)=N/NC(=O)c1ccccn1	-1%	-17%	2%
CCOC(=O)C1(Cc2cccc(OC)c2)CCN(Cc2cccc(OC)c2OC)CC1	18µM*	?	nt
Cc1cc2cc(C(c3nnnn3Cc3ccco3)N3CCc4ccccc4C3)c(=O)[nH]c2cc1C (configuration not stated)	23µM*	?	5%
N/N=C(\c1ccccc1)C12CN3CN(CN(C3)C1)C2	-30%	?	-2%
COc1cc2c(cc1OC)CN(S(=O)(=O)c1cccs1)CC2	-22%	-16%	6%
Cc1cccc(OCCCCn2c(C3CC(=O)N(c4ccc(C)cc4C)C3)nc3ccccc32)c1 (configuration not stated)	?	?	10%
C=CCC1(CC=C)CCCN1C(=O)c1cc(COc2ccc(F)c(F)c2)on1	?	18µM*	nt
Cc1cc(S(=O)(=O)N2CCN(CC(=O)NC(C)(C#N)C3CC3)CC2)ccc1Br (configuration not stated)	?	-24%	-9%
O=c1[nH][nH]c(C(F)(F)F)c1C=Nc1ccccc1Cl	2%	5%	-6%

# Copied from the list.
# Entry of O=C(COc1ccc(S(=O)(=O)N2CCCC2)cc1)N1CCCCC1 under DT40 TDP1 no CPT: -16%
# Entry of CCOC(=O)C1(Cc2cccc(OC)c2)CCN(Cc2cccc(OC)c2OC)CC1 under DT40 TDP1 no CPT: 18µM*
# Entry of C#CCNC(=O)C1=C[C@@H](c2ccccc2)C[C@@H](OCc2ccc(CO)cc2)O1 under DT40 TDP1 no CPT: -14%
# Entry of COc1ccc(OC)c(NC(=O)C(=O)N/N=C(\C)CC(=O)Nc2ccc(Cl)cn2)c1 under DT40 TDP1 no CPT: 28%

# Two compounds from above with just DT40 TDP1 no CPT:
molecule | DT40 TDP1 no CPT
COc1ccc(NC(=O)CCc2nnc3ccc(N4CCC(C)CC4)nn23)cc1 | ?
c1ccc(-n2cnnc2SCc2cn3cccnc3n2)cc1 | -2%

# Complete entries from above. Order of values: DT40 TDP1 no CPT, DT40 TDP1 CPT, TDP1 inh
# Shown for COc1ccc(OC)c(NC(=O)C(=O)N/N=C(\C)CC(=O)Nc2ccc(Cl)cn2)c1 : 28%, 0%, 4%
# Shown for CC(c1ccccc1)N1C(=O)c2ccc(C(=O)NCc3ccco3)cc2C1=O (configuration not stated) : ?, ?, 7%
# Shown for C=CCC1(CC=C)CCCN1C(=O)c1cc(COc2ccc(F)c(F)c2)on1 : ?, 18µM*, nt
# Shown for Cc1ccc(S(=O)(=O)NN=Cc2c(O)ccc3ccccc23)cc1 : ?, ?, nt
# Shown for N/N=C(\c1ccccc1)C12CN3CN(CN(C3)C1)C2 : -30%, ?, -2%

# (next part)
Compound	DT40 TDP1 no CPT	DT40 TDP1 CPT	TDP1 inh
O=C(COc1cc2oc(=O)c3c(c2cc1Cl)CCC3)Nc1cccnc1	-5%	-17%	4%
Cc1[nH]c2ccccc2c1/C=N/NC(=O)Cc1cccs1	-22%	-26%	0%
O=C(C[C@@H]1C/C=C/CC[C@@H](Cc2ccc(F)cc2)C(=O)OC[C@H](Cc2ccccc2)NC1=O)N[C@H](CO)Cc1ccccc1	5.2µM*	9.2µM*	-2%
COc1cc(-c2noc(CSc3nc(-c4ccc(F)cc4)cc(=O)[nH]3)n2)cc(OC)c1OC	-3%	1%	5%
Cc1cc(=O)n2c3ccccc3n(CC(O)CN3CCOCC3)c2c1C#N (configuration not stated)	2%	1%	3%
O=C(c1cnn(-c2nccc(-c3ccccc3C(F)(F)F)n2)c1C1CC1)N1CCN(CCO)CC1	-16%	-11%[9.04 µM]	nt
Cc1ccc(-n2nc(-c3ccco3)cc2C(=O)O)cc1	22%	-7%	nt
FC(F)(F)c1nc2ccccc2c2nc3ccccc3n12	-7%	1%	4%
CCOc1ccc(CCNC(=O)C2CCN(S(=O)(=O)CC)CC2)cc1OCC	-2%	-22%	-6%
Oc1c(C(c2ccc(F)cc2)N2CCc3ccccc3C2)sc2ncnn12 (configuration not stated)	-14%	?	-3%
CC1Cc2ccccc2N1C(=O)CSc1nn2c(=O)c(C(C)(C)C)nnc2s1 (configuration not stated)	?	?	3%
O=C(NCCc1ccc(OC(F)F)cc1)C1CC(=O)N(c2ccc3c(c2)OCCO3)C1 (configuration not stated)	-3%	-16%	1%
N#Cc1ccccc1COC(=O)c1cccc(S(=O)(=O)N2CCCC2)c1	8%	12%	-3%
CC(C)CC(O)C1CCN(C(=O)CCc2nnc(-c3ccccc3)o2)CC1 (configuration not stated)	-23%	-25%	6%
O=C(Nc1nnc(-c2ccco2)s1)C1CCCCC1	-17%	-11%	-13%
O=C(COc1ccc(S(=O)(=O)NC2CCCC2)cc1)NCC1CCCO1 (configuration not stated)	4%	-1%	0%
CCOc1ccccc1C1C(C(=O)Nc2ccccc2OC)=C(C)Nc2nc(CCCO)nn21 (configuration not stated)	-4%	-4%	-2%
Cc1ccc(C(=O)NC(=S)NCc2ccccc2)cc1	-4%	-28%	nt
CC(C)(C)OC(=O)N[C@@H](Cc1ccccc1)[C@H](O)c1ccco1	?	-60%	nt
CC(C(=O)NCc1ccc2c(c1)OCO2)c1ccc([N+](=O)[O-])cc1 (configuration not stated)	-10%	11%	-4%
Cc1c(C)c2ccc(OCC(=O)Nc3cccnc3)c(C)c2oc1=O	18µM*	?	-7%
CCN(CC)CCCNC(=O)CC1Oc2ccc(C)cc2NC1=O (configuration not stated)	-4%	-9%	-1%
CCCn1c(SCC(=O)Nc2cc(S(=O)(=O)N(C)C)ccc2OC)n[nH]c1=O	-28%	-4%	3%
Cc1cc(NC(=O)CCC(=O)N(CC(=O)NC2CCCC2)c2ccc(C)c(F)c2)no1	-25%	-7%	6%
Cn1cccc1Cc1nnc(SCC(=O)NCc2ccc(F)cc2)n1-c1ccc(F)cc1	-25%	?	5%
C[N+](C)(C)CC=O	4%	-1%	9%[56.1 µM]
C=CCOc1ccc(/C=C2\SC(=S)N(NS(=O)(=O)c3ccccc3)C2=O)cc1	4%	-3%	nt
O=C(c1ccc2c(c1)OCO2)C1CCCN(C(=O)c2cnn(Cc3ccccc3)c2)C1 (configuration not stated)	?	-29%	-5%
NC1=C(Cl)C(=O)c2ccc(S(N)(=O)=O)cc2C1=O	0.46µM*	0.41µM*	nt
COc1cc([N+](=O)[O-])ccc1NC(=O)Nc1ccc(C(=O)N2CCCC2)cc1	?	?	6%

# Continuation.
Compound	DT40 TDP1 no CPT	DT40 TDP1 CPT	TDP1 inh
Cc1ccc(CN(C(=O)COc2ccc(Br)cc2)c2ccccn2)o1	16µM*	?	3%
Fc1ccccc1-c1csc(=Nc2cccnc2)n1CC1CCCO1 (configuration not stated)	?	?	-4%
CCOC(=O)/C=C/C(=O)OCC(=O)Nc1ccc([N+](=O)[O-])cc1	-19%	?	nt
COc1ccc(S(=O)(=O)c2c(Nc3cccc(Cl)c3)sc(C(=O)c3ccccc3)c2N)cc1	?	?	3%
Clc1ccc(-c2ccnc(Oc3ccc4ccccc4c3)n2)cc1	-28%	-17%	-3%
COc1ccc(CNCCSc2nnnn2-c2ccccc2)cc1	?	?	2%
Cc1ccc(OCC(=O)Nc2cccc(S(=O)(=O)N3CCCCC3)c2)c([N+](=O)[O-])n1	?	?	5%
CC(C)NC(=O)C1CCCN(c2ncnc3onc(-c4ccc(F)cc4)c23)C1 (configuration not stated)	-20%	-5%	-3%
Cc1cc(Br)cn2c(Cc3ccccc3C(F)(F)F)c(-c3ccc(Cl)cc3)nc12	-22%	-17%	nt
O=C(NCc1cccs1)C(=O)NCC1OCCCN1S(=O)(=O)c1cccs1 (configuration not stated)	25%	-11%	2%
Cn1c(N)c(C(=O)COC(=O)COc2ccc3ccccc3c2)c(=O)n(C)c1=O	1%	19%	0%
O=C1N/C(=C/c2cccn2-c2ccc(F)cc2)C(=O)N1Cc1ccccc1	-18%	?	6%
CC1(OC(=O)CCc2ccccc2)C(=O)C=C2C=C(c3ccc(C#N)cc3)N(Cc3ccco3)C=C2C1=O (configuration not stated)	?	?	-9%[21 µM]
CCOc1ccccc1OCCC(=O)OCC(=O)c1ccc[nH]1	15%	0%	6%
CCOc1ccc(OCC)c(NC(=O)CCCN2C(=S)NC(C)(C)CC2C)c1 (configuration not stated)	16µM*	16µM*	11%
O=C(c1ccco1)N1C(=O)c2cccc3cccc1c23	18µM*	12µM*	nt
COc1cc2ccccc2cc1C(=O)N1CCN(c2nc3c(C)cc(C)cc3s2)CC1	18µM*	?	8%
COc1ccc(OC)c(/C=N/NC2=NS(=O)(=O)c3ccccc32)c1	1%	5%	nt
Cc1c(Nc2cc(Cl)c3nonc3c2[N+](=O)[O-])c(=O)n(-c2ccccc2)n1C	2.1µM*	1.3µM*	-1%
O=C(CN1C(=O)c2ccccc2C1=O)NCCOc1ccccc1	-30%	-3%	-6%
CN(C(=O)C1CCCO1)c1nnc(-c2ccncc2)s1 (configuration not stated)	2%	-17%	-2%
N#Cc1c(-c2ccccc2)nc(SCC(=O)NC2CCCCC2)[nH]c1=O	-15%	3%	1%
COc1ccccc1CNC(=O)C(c1ccccc1)c1ccccc1	?	-23%	nt
Cc1cccc(C2c3[nH]c4ccccc4c3CCN2C(=O)c2cn(C)c3ccccc3c2=O)n1 (configuration not stated)	?	?	1%
N#Cc1cc2c(nc1SCc1ccccc1)CCCC2=O	-15%	-30%	-7%
Cc1nc(-c2ccc(Cl)cc2)sc1C1(C)CC(c2cccc(Cl)c2)=NO1 (configuration not stated)	0%	-1%	nt
CCC1CN(C(=O)N2CCC(C(=O)N(C)Cc3ccccc3)CC2)c2ccccc2O1 (configuration not stated)	15µM*	?	-1%
Cc1ccc(NC(=O)CSc2nnc(-c3cccs3)n2Cc2ccco2)cc1	?	-31%	9%
CN(CC(=O)Nc1ccccc1C(F)(F)F)C(=O)CN1C(=O)C2CCCCC2C1=O (configuration not stated)	-13%	?	1%
NC(=O)COC(=O)c1ccc(S(=O)(=O)N2CCCCCC2)cc1	1%	11%	1%
Cc1ccc(S(=O)(=O)N2[C@@H](c3cccc(Cl)c3)C(C(=O)OC(C)(C)C)=CC[C@H]2c2cccc(Cl)c2)cc1	12µM*	9.2µM*	nt
